CBFb RUNX1 block – inhibitors of human CBF-beta and RUNX1 interaction. Potency, µM (highest dose often 59.8 µM), for the others: at the highest dose activity, negative = inhibition, usual class: inhibitors. Q01196+Q13951. AlphaScreen CBFb-His/RUNX1-biotin binding, biochemical. 230,000 tested, under 10 active; also: % of control where 0% means no effect
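Bead-based AlphaScreen assay; binding partners His-tagged CBF-beta and biotinylated RUNX1 at 30 nM each. Compound exposure 15 min after a 20-min protein preincubation; bead step 90 min; all steps at room temperature.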
Tau fluor cs – counter-screen for tau fibril formation inhibitors. tau K18 P301L (four-repeat tau fragment) Alexa594 fluorescence, heparin fibrillization. Potency, µM (highest dose often 57.7 µM), without a hit: at the highest dose activity change, negative = decrease. 280,000 tested, 0.93% active; also: potency is read from the fitted curve at half-maximal effect; % is scaled to controls: 0 for no effect and ±100 for the full control effect; nearly all actives have a fitted effect of over 55% in size
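Human K18 P301L tau (15 uM unlabeled plus 0.24 uM Alexa 594-labeled, final) in 100 mM sodium acetate pH 7 was mixed with compound and 20 uM heparin and incubated 6 hr at 37 C.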
NPSR antagonist – antagonists of human neuropeptide S receptor cAMP signaling. Q6W5P4. CHO-NPSR cells, cAMP TR-FRET, antagonist mode. Potency, µM (doses to about 38.3 µM), without a hit: top-dose activity change, negative = inhibition, most hits filed as inhibitors. 220,000 tested, 1% active. AID 1461; also: potency is read from the fitted curve at half-maximal effect; % is scaled to controls: 0 for no effect and ±100 for the full control effect; nearly all actives have a fitted effect of over 50% in size; many of its hits are not listed in these tables
Tau fibril FP – blocks human tau fibril formation measured by polarization; P10636; Potency, µM (series often up to 57.7 µM), without a hit: at the highest dose activity, negative = inhibition, usual class: inhibitors; K18 P301L tau heparin fibrillization, Alexa594 FP, 6 h; 280,000 tested, 0.39% active; AID 1468; also: potency is read from the fitted curve at half-maximal effect; % is scaled to controls: 0 for no effect and ±100 for the full control effect; nearly all actives have a fitted effect of over 55% in size
Target sequence (P10636 561-689 P618L limits assumed): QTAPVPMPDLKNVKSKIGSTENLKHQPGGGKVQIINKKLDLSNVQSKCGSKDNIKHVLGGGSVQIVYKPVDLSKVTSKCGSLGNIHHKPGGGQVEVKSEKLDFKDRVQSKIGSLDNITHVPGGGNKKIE
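Compound effects on tau fibrillization are measured by Alexa 594 fluorescence polarization (ex 555, em 632 nm). K18 P301L tau is used at 15 uM with 0.24 uM labeled tracer, and 20 uM heparin induces aggregation over 6 hr at 37 C.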
aGal spleen mod – inhibits or activates alpha-galactosidase in human spleen homogenate. P06280. human spleen homogenate, 4MU-alpha-Gal fluorescence, 40 min. Potency, µM (series often up to 80 µM), without a hit: at the highest dose activity change, negative = inhibition, most hits filed as inhibitors. 240,000 tested, 0.008% active;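 also: potency is read from the fitted curve at half-maximal effect; 0% = enzyme with vehicle and -100% = no enzyme basal signal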
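qHTS titration in buffer at pH 5.0. Alpha-galactosidase activity in spleen homogenate was measured via 4-methylumbelliferone release from 1 mM fluorogenic substrate after 40 min at 37C and a pH 10 stop. AC50 came from Hill fits of control-normalized data.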
TR SRC2 fluor cs – counter-screen for TRb-SRC2 inhibitors: fluorescence interference; 280,000 tested, 0.29% active; TRb/SRC2 Texas Red total fluorescence interference; AID 1479; Potency, µM (highest dose often 106 µM), for inactives: at the top dose fluorescence change, negative = quenching; active = well fitted curve in either direction with a large enough effect; inconclusive = small, poorly fitted or top-dose-only effect; also: potency is read from the fitted curve at half-maximal effect; % is scaled to controls: 0 for no effect and ±100 for the full control effect
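Human TRb ligand-binding domain at 0.6 uM with 20 nM Texas Red SRC2 peptide in Tris buffer containing 1 uM T3 and 5% DMSO, incubated with compound 5 h at ambient temperature. Total fluorescence (555/632 nm) calculated as parallel + 2 × perpendicular.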
Epigenetic derep – derepresses silenced GFP reporter in murine cells; murine LDR cells, GFP reporter derepression, 30 h; Potency, µM (doses to about 53.9 µM), without a hit: at the top dose GFP activation, most hits filed as activators; 280,000 tested, 0.2% active; AID 1865; also: potency is read from the fitted curve at half-maximal effect; % of control where 0% means no effect; nearly all actives have a fitted effect of over 60% in size
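Murine LDR cells carrying a silenced, genomically integrated CMV-driven GFP reporter were exposed to compound for 30 hours at 37 C. After PBS washes, GFP-positive cells (20–120 um objects) were counted by laser-scanning microplate cytometry.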
TRb-SRC2 inh – inhibitors of human thyroid hormone receptor beta-SRC2 interaction. TRbeta-SRC2 peptide binding, fluorescence polarization; receptor liganded with 1 µM T3. 280,000 tested, 0.065% active. P10828. AID 1469. Potency, µM (top dose mostly 106 µM), without a hit: top-dose activity change, negative = inhibition, most hits filed as inhibitors;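 also: potency is read from the fitted curve at half-maximal effect; plate controls were bound peptide for no effect and peptide without receptor for full effect; nearly all actives have a fitted effect of over 50% in size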
Target sequence (P10828 whole entry, looked up): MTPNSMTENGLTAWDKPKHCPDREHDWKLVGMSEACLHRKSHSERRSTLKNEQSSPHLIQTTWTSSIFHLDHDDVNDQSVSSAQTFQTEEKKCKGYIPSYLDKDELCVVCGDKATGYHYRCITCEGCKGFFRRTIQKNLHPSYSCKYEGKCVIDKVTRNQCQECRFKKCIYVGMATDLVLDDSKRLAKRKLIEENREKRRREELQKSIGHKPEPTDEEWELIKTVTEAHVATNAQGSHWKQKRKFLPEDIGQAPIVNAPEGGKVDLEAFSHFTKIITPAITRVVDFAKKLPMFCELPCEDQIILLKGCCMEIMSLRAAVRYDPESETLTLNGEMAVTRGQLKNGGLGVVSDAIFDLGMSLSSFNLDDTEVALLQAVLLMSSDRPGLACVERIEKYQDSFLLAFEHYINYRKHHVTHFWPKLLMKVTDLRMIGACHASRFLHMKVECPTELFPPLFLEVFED
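Binding of a 20-amino-acid Texas Red SRC2 peptide (20 nM) to TRb ligand-binding domain (0.6 uM) with agonist T3 at 1 uM was followed by fluorescence polarization after a 5 hr room-temperature incubation.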
The depositor's hits bear a star; ? = inconclusive; / = not tested or not shown; & = joins results of further samples; [ ] = remark or other dose. Unless noted, calls follow the shape of the dose curve; as a rule, active = well fitted curve in the direction sought with a large enough effect; inconclusive = small, poorly fitted or top-dose-only effect, or another doubt; inactive = no such curve, though single readings can be large; an effect the other way counts as inactive or inconclusive. Some of the compounds tested; count on the stated rates, not on these rows.

SMILES	CBFb RUNX1 block	Tau fluor cs	NPSR antagonist	Tau fibril FP	aGal spleen mod	TR SRC2 fluor cs	Epigenetic derep	TRb-SRC2 inh
NC(=O)c1cn(Cc2c(F)cccc2F)nn1	7.8%	/	/	/	-1.3%	-3.2%	/	-8.3%
Cc1ccccc1OC[C@H](O)CO	15.7%[21.7 µM]	/	/	/	3.4%[29.1 µM]	-2.3%[53 µM]	-0.3%[16.9 µM]	6.4%[53 µM]
O=C(O)CNC(=O)c1ccccc1I	2.2%	/	/	/	4.7%	0.6%&-2.5%	/	-1.8%&3.5%
CC(CCC(=O)O)C1CCC2C3C(O)C[C@@H]4CC(O)CC[C@@]4(C)C3CC[C@@]12C (stereo not given in full)	15.6%&-2.8%	-4.6%&-3.3%	/	-2.5%&-5.4%	-4.8%&-1.1%	-4.0%&-2.0%	1.3%&-1.3%	5.6%&-8.4%
C=CC1=C(C(=O)O)N2C(=O)[C@@H](NC(=O)C(N=O)c3csc(N)n3)[C@H]2SC1 (stereo not given in full)	-28.6%	-8.0%	/	-4.4%	8.9%	-1.8%	7.1%	9.3%
COC(=O)C1=CO[C@@H](O[C@H]2OC(CO)C(O)C(O)C2O)C2C1CC(O)C2C (stereo not given in full)	/	-2.3%	/	-12.1%	-12.4%	-1.2%	0.0%	-10.0%
CC[C@H](C)C(N)C(=O)O (stereo not given in full)	27.2%	/	/	/	-5.6%	-0.9%	/	6.7%
CCCn1cnc2c1c(=O)n(CCCCC(C)=O)c(=O)n2C	10.6%&12.8%	-13.5%&-11.7%	-5.8%[46.1 µM]	?	3.0%&-18.2%	-3.7%&-1.0%	-0.1%&2.9%	1.4%&7.4%
CC(C(=O)O)c1ccc(C(=O)c2cccs2)cc1 (stereo not given)	12.4%	-4.9%	/	-4.7%	10.1%	-0.7%	0.0%	-4.6%
CC[N+](C)(CC)CCOC(=O)C(O)(c1ccccc1)C1CCCCC1 (stereo not given)	10.3%	-12.2%	2.8%	3.9%	6.9%	-1.1%	-1.1%	1.1%

Part of the list above, reduced to TRb-SRC2 inh, NPSR antagonist and aGal spleen mod.
smiles | TRb-SRC2 inh | NPSR antagonist | aGal spleen mod
NC(=O)c1cn(Cc2c(F)cccc2F)nn1 | -8.3% | / | -1.3%
Cc1ccccc1OC[C@H](O)CO | 6.4%[53 µM] | / | 3.4%[29.1 µM]

Remaining list, next part
SMILES	CBFb RUNX1 block	Tau fluor cs	NPSR antagonist	Tau fibril FP	aGal spleen mod	TR SRC2 fluor cs	Epigenetic derep	TRb-SRC2 inh
COc1ccc(CCNc2nc(SCc3ccccc3Cl)nc3ccccc23)cc1OC	/	-14.0%	/	-0.3%	/	-19.0%	1.3%	1.7%
O=C(CCNNC(=O)c1ccncc1)NCc1ccccc1	-10.7%	-8.6%&-14.0%	-11.1%	-1.7%&-7.2%	6.6%	-3.0%	1.5%	0.5%
COc1cc(O)c2c(=O)cc(-c3ccc(OC)c(-c4c(O)cc(O)c5c(=O)cc(-c6ccc(O)cc6)oc45)c3)oc2c1	-11.3%	?	/	?	-16.7%	-6.0%	?	17.8%
COc1ccc(/C=C/C(=O)Nc2ccccc2C(=O)O)cc1OC	11.3%&17.5%&3.7%	-4.5%&-3.3%&-10.7%	?	-4.0%&-3.2%&0.8%	-1.2%&7.4%&-17.9%	-9.8%&-1.8%&-2.8%	1.4%&-0.1%&0.0%	4.5%&5.4%&-0.7%

Another view of part of the listing above.
compound | CBFb RUNX1 block | Tau fluor cs | NPSR antagonist | Tau fibril FP | aGal spleen mod | TR SRC2 fluor cs | Epigenetic derep | TRb-SRC2 inh
COc1ccc(CCNc2nc(SCc3ccccc3Cl)nc3ccccc23)cc1OC | / | -14.0% | / | -0.3% | / | -19.0% | 1.3% | 1.7%
O=C(CCNNC(=O)c1ccncc1)NCc1ccccc1 | -10.7% | -8.6%&-14.0% | -11.1% | -1.7%&-7.2% | 6.6% | -3.0% | 1.5% | 0.5%
COc1cc(O)c2c(=O)cc(-c3ccc(OC)c(-c4c(O)cc(O)c5c(=O)cc(-c6ccc(O)cc6)oc45)c3)oc2c1 | -11.3% | ? | / | ? | -16.7% | -6.0% | ? | 17.8%
COc1ccc(/C=C/C(=O)Nc2ccccc2C(=O)O)cc1OC | 11.3%&17.5%&3.7% | -4.5%&-3.3%&-10.7% | ? | -4.0%&-3.2%&0.8% | -1.2%&7.4%&-17.9% | -9.8%&-1.8%&-2.8% | 1.4%&-0.1%&0.0% | 4.5%&5.4%&-0.7%
